Source: PubChem (National Center for Advancing Translational Sciences (NCATS))
JMJD2A Tudor inh – JMJD2A Tudor domain (human) inhibition | O75164 | AlphaScreen JMJD2A-Tudor / H3K4me3 peptide binding | Potency, µM (titrated, usually from 114 µM), inactives show at the highest dose activity change, negative = inhibition, actives largely listed as inhibitors | actives 4.4% (n = 390,000) | AID 504339; also: % is scaled to controls: 0 for no effect and ±100 for the full control effect; nearly all actives have a fitted effect of over 50% in size
Target sequence (O75164 whole entry, looked up, the tested form may be a part): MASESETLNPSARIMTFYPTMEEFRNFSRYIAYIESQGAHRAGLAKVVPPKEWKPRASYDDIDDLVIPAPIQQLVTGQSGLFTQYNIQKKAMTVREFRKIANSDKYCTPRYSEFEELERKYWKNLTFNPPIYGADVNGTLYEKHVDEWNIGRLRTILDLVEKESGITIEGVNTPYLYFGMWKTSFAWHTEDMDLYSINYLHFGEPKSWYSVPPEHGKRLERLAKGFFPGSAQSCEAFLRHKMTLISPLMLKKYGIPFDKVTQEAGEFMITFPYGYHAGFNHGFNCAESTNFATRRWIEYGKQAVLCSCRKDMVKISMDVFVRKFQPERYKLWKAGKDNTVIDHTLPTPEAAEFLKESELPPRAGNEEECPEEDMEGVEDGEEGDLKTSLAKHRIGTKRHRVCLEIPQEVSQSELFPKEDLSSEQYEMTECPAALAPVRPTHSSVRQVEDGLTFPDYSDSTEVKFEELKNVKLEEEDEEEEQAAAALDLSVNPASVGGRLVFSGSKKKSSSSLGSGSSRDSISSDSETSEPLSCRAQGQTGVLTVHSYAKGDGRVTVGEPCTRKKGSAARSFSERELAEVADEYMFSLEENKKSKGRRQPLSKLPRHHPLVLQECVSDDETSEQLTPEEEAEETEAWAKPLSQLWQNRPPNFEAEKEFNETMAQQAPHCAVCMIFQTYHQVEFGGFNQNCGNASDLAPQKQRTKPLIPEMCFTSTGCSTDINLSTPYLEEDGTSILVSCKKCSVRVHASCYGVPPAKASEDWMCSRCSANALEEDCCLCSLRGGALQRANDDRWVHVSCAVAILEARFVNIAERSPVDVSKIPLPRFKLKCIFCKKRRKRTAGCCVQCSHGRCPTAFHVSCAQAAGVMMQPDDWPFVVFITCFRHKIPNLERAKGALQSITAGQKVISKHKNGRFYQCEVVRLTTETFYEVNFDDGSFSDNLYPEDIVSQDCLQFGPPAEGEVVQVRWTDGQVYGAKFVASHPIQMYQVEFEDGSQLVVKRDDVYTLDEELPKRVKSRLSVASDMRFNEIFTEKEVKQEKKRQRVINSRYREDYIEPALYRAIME
POLB inh – DNA polymerase beta (human) inhibition; P06746; Pol beta primer extension/strand displacement, fluorescence kinetic; Potency, µM (series often up to 114 µM), for the others: at the highest dose activity change, negative = inhibition, hits mostly inhibitors; actives 1.3% (n = 340,000); also: % is scaled to controls: 0 for no effect and ±100 for the full control effect
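Kinetic readout of DNA synthesis with strand displacement by Pol beta. Compound and 10 nM enzyme sit 15 min at room temperature; 50 nM substrate starts the reaction, read immediately and at 10 min.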
POLH inh – blocks human DNA polymerase eta activity. AID 588591. recombinant Pol eta, fluorescent DNA replication assay. Potency, µM (top dose mostly 114 µM), inactives show at the highest dose activity change, negative = inhibition, actives largely listed as inhibitors. Q9Y253. actives 1.2% (n = 390,000); also: % is scaled to controls: 0 for no effect and ±100 for the full control effect
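Fluorescent replication assay: 50 nM final substrate added after a 15 min room-temperature compound preincubation with 10 nM enzyme. Signal taken at 0 min and again at 10 min.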
BLM inh – inhibitors of human Bloom syndrome helicase BLM; recombinant BLM DNA unwinding, fluorescence dequenching; P54132; actives 0.2% (n = 350,000); Potency, µM (doses to about 56.1 µM), for inactives: at the top dose activity change, negative = inhibition, actives largely listed as inhibitors;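 also: plate controls were vehicle for no effect and no enzyme for full effect; nearly all actives have a fitted effect of over 35% in size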
BAZ2B inh – BAZ2B (human) inhibition. Q9UIF8. AlphaScreen BAZ2B-H3K14Ac peptide displacement. Potency, µM (highest dose often 114 µM), for inactives: top-dose activity change, negative = inhibition, actives largely listed as inhibitors. actives 4.4% (n = 360,000); also: % is scaled to controls: 0 for no effect and ±100 for the full control effect; nearly all actives have a fitted effect of over 60% in size
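Complex of BAZ2B and biotin-H3K14Ac (50 nM apiece) forms over 30 min at RT, then faces library compounds up to 110 uM for another 30 min; AlphaScreen beads added, 20 min dark incubation, luminescence read.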
Pol iota inh – DNA polymerase iota (human) inhibition; Q9UNA4; Pol iota fluorescent replication assay, 10 min; Potency, µM (highest dose often 115 µM), inactives show at the top dose activity, negative = inhibition, actives largely listed as inhibitors; actives 1% (n = 390,000)
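Fluorescent replication assay read twice, at 0 min and 10 min after adding 50 nM (final) substrate. Enzyme (10 nM) and compounds were first incubated 15 min at room temperature; enzyme-free buffer wells were negative controls.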
APEX1 inh – blocks human APE1 abasic DNA cleavage | actives 0.35% (n = 350,000) | recombinant APE1, TAMRA/BHQ-2 abasic DNA cleavage fluorescence | Potency, µM (doses to about 65.8 µM), for inactives: at the top dose activity change, negative = inhibition, most hits filed as inhibitors | P27695 | AID 2517;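 also: plate controls were vehicle for no effect and reference inhibitor for full effect; nearly all actives have a fitted effect of over 55% in size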
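Endonuclease cleavage of a quenched abasic-site DNA duplex (50 nM) by APE1 (0.75 nM) was tracked by TAMRA dequenching. Compounds were preincubated with enzyme 15 min at room temperature; data normalized to buffer-only and DMSO wells plus NSC13755 control.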
G9a block – G9a (human) methyltransferase inhibition; G9a H3K9 monomethylation, AlphaScreen, 2 h; Potency, µM (doses to about 102 µM), for inactives: top-dose activity, negative = inhibition, usual class: inhibitors; actives 8.8% (n = 350,000); AID 504332; also: % is scaled to controls: 0 for no effect and ±100 for the full control effect; nearly all actives have a fitted effect of over 75% in size
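Quantitative HTS format: methyltransferase activity on a biotin-tagged H3K9 peptide is measured by AlphaScreen, using a rabbit anti-monomethyl-H3K9 antibody with streptavidin donor and anti-IgG acceptor beads. Final levels are 20 nM enzyme, 500 nM peptide, 20 uM SAM; 2 h RT.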
POLK inh – DNA polymerase kappa (human) inhibition; Q9UBT6; purified Pol kappa, fluorescent DNA synthesis assay, 10 min; Potency, µM (doses to about 107 µM), inactives show at the top dose activity, negative = inhibition, actives largely listed as inhibitors; actives 0.53% (n = 400,000); also: % is scaled to controls: 0 for no effect and ±100 for the full control effect
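Kinetic fluorescence screen: compound preincubated 15 min RT with 10 nM enzyme; 50 nM substrate (final) initiates; reads at 0/10 min.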
Starred values were filed as active, the others as inactive; ? = inconclusive; / = not tested or not shown; [ ] = another dose, or the depositor's remark. Calls follow the shape of the dose curve; as a rule, active = well fitted curve in the direction sought with a large enough effect; inconclusive = small, poorly fitted or top-dose-only effect, or another doubt; inactive = no such curve, though single readings can be large; an effect the other way counts as inactive or inconclusive. Potency is read from the fitted curve at half-maximal effect. These rows are one share of the data, so the mix of outcomes need not match the whole.

SMILES	JMJD2A Tudor inh	POLB inh	POLH inh	BLM inh	BAZ2B inh	Pol iota inh	APEX1 inh	G9a block	POLK inh
Clc1ccc(Cn2nnc(-c3ccc(CN4CCOCC4)cc3)n2)cc1	-4.1%	10.8%	3.1%	-6.5%	-1.8%	16.4%	-3.9%	?	-14.3%
CN1CCC(N(C)C(=O)c2ccc(Cl)c(S(=O)(=O)Nc3ccc(Cl)cc3)c2)CC1	-9.7%	/	4.7%	/	/	9.7%	/	/	-2.7%
CCOc1ccc(C(=O)COC(=O)c2cccc(-n3cnnn3)c2)cc1	-8.8%	6.0%	11.4%	-6.7%	-13.1%	99.3%[activator]	9.0%	24.7%	1.2%
CCOC(=O)c1c(C)oc2c1C(=O)c1ccccc1C2=O	-28.2%	-9.4%	1.9%	-10.8%	?	?	12.0%	12.6µM*	-19.1%
O=C(COC(=O)C1CC1)Nc1ccc([N+](=O)[O-])cc1C(F)(F)F	-2.4%	/	-6.4%	/	10.3%	5.7%	0.0%	?	9.8%
CCCN(CC(=O)Nc1ccccc1C)C(=O)c1ccc(S(=O)(=O)N2CCCCCC2)cc1	-9.6%	0.8%	-24.5%	-1.9%	-11.9%	19.7%	3.8%	1.2%	-3.1%
COc1ccc(/C=C/C(=O)O)cc1S(=O)(=O)NCc1ccccc1	-3.5%	-21.7%	-11.1%	0.6%	-2.8%	?	0.4%	2.1%	-6.4%
CC1(C)CSC(C)(C)C(=O)N1	-15.3%	/	-18.1%	/	/	-19.2%	/	/	2.4%
COc1ccc(N/C(N)=N/c2nc(CSc3ccc(C)cc3)cc(=O)[nH]2)cc1	-35.4%	8.3%	3.9%	-1.5%	-1.0%	4.5%	0.1%	42.3%	-1.5%
COC(=O)CCC(=O)NC(=S)Nc1ccccc1F	-2.8%	1.3%	-16.0%	-2.2%	-13.1%	3.6%	1.9%	?	-9.0%
CCn1c(Cc2ccccc2)nnc1SCC(=O)NC1CC1	-3.8%[57.1 µM]	2.9%	-6.1%	-6.8%	1.9%	9.3%	9.6%	23.3%[59 µM]	-6.9%
COC(=O)c1ccc(NC(=O)CN2CCCC2)cc1	-17.3%	1.6%	9.0%	4.4%	-0.2%	3.4%	3.6%	6.6%[12.7 µM]	4.6%
O=C(c1cnc2n(c1=O)CCS2)N1CCN(C(c2ccccc2)c2ccc(Cl)cc2)CC1 (configuration not stated)	?	11.3%	-8.6%	-2.8%	-9.3%	-4.8%	-6.8%	?	-14.0%
CC(C)(C)C(=O)Nc1ccc(-c2nc3ccccc3s2)cc1	-7.0%	22.1%	-20.0%	-0.3%	-0.6%	20.5%	/	5.4%[59 µM]	3.7%
CSCCC(NC(=O)c1ccco1)C(=O)NCc1ccc(F)cc1 (configuration not stated)	14.7%	7.0%	7.8%	2.0%	3.6%	26.7%	-1.3%	-11.0%[59 µM]	-2.3%
O=S(=O)([N-]c1nc2ccccc2nc1-n1cc[n+](Cc2ccccc2)c1)c1ccc(Br)cc1	-13.2%	4.4%	-13.5%	-1.0%	-0.3%	-5.5%	-5.8%	-3.6%[12.7 µM]	-11.1%
Cc1cc(C)c2nc(-c3ccccn3)cc(C(=O)NCc3cc(C)n(C)n3)c2c1	-5.1%	39.8µM*	-10.2%	-16.7%	-1.6%	17.4%	3.0%	8.9%[59 µM]	0.5%
COc1cc(OC)c(OC)cc1CN1CCN(c2ccc(F)cc2)CC1	44.7µM*	-25.2%	-7.4%	0.7%	50.1µM*	119.4%[activator]	-2.9%	28.2µM*	0.7%
CC(C)c1ccc(Nc2nnns2)cc1	?	3.9%	-2.3%	-3.2%	-12.5%	147.4%[activator]	1.9%	10µM*	4.2%
Cc1ccsc1S(=O)(=O)N1CCCC(CCC(=O)NCc2ccccc2F)C1 (configuration not stated)	-15.8%	-24.5%	-1.4%	1.4%	-16.0%	1.9%	2.7%	79.4µM*	-9.6%

Already shown: an excerpt of the list.
SMILES	JMJD2A Tudor inh	POLB inh	POLH inh	BLM inh	BAZ2B inh	Pol iota inh	APEX1 inh	G9a block	POLK inh
Clc1ccc(Cn2nnc(-c3ccc(CN4CCOCC4)cc3)n2)cc1	-4.1%	10.8%	3.1%	-6.5%	-1.8%	16.4%	-3.9%	?	-14.3%
CN1CCC(N(C)C(=O)c2ccc(Cl)c(S(=O)(=O)Nc3ccc(Cl)cc3)c2)CC1	-9.7%	/	4.7%	/	/	9.7%	/	/	-2.7%
CCOc1ccc(C(=O)COC(=O)c2cccc(-n3cnnn3)c2)cc1	-8.8%	6.0%	11.4%	-6.7%	-13.1%	99.3%[activator]	9.0%	24.7%	1.2%
CCOC(=O)c1c(C)oc2c1C(=O)c1ccccc1C2=O	-28.2%	-9.4%	1.9%	-10.8%	?	?	12.0%	12.6µM*	-19.1%
O=C(COC(=O)C1CC1)Nc1ccc([N+](=O)[O-])cc1C(F)(F)F	-2.4%	/	-6.4%	/	10.3%	5.7%	0.0%	?	9.8%
CCCN(CC(=O)Nc1ccccc1C)C(=O)c1ccc(S(=O)(=O)N2CCCCCC2)cc1	-9.6%	0.8%	-24.5%	-1.9%	-11.9%	19.7%	3.8%	1.2%	-3.1%
COc1ccc(/C=C/C(=O)O)cc1S(=O)(=O)NCc1ccccc1	-3.5%	-21.7%	-11.1%	0.6%	-2.8%	?	0.4%	2.1%	-6.4%

Next records follow.
SMILES	JMJD2A Tudor inh	POLB inh	POLH inh	BLM inh	BAZ2B inh	Pol iota inh	APEX1 inh	G9a block	POLK inh
O=C1CCc2cc(NS(=O)(=O)c3ccc(Cl)cc3)cc3c2N1CC3	-6.9%	/	-10.2%	/	7.1%	-6.9%	4.6%	-37.0%[59 µM]	-7.3%
Cc1ccccc1Cn1ccc(-c2ccc3c(c2)OCO3)n1	57.7%[activator]	0.7%	-25.9%	-10.1%	84.2%[activator]	14.8%	-7.3%	165.5%[activator]	-13.9%
Cc1ccccc1N(CC(=O)N/N=C/c1cc(Br)c(C)o1)S(C)(=O)=O	-24.3%	-0.4%	-17.8%	-4.9%	?	14.0%	-1.2%	?	-5.1%
Cc1ccc(Nc2ccncc2S(N)(=O)=O)cc1	-0.6%	/	-11.4%	/	/	-3.6%	/	/	17.2%
O=C(c1ccco1)N1CCN(S(=O)(=O)c2c(Cl)cccc2Cl)CC1	-12.0%	?	-3.2%	-10.4%	1.2%	-9.8%	22.2%	-4.2%	-12.1%
CC1CCCC(NC(=O)COC(=O)[C@@H](NC(=O)c2ccccc2Cl)C(C)C)C1C (some centres not stated)	-6.8%	/	-20.5%	/	/	-2.8%	20.3%	/	-12.3%
CCC1CCCCN1C(=O)Cn1c(=O)n(-c2ccc(Cl)c(Cl)c2)c(=O)c2c(C)c(C(=O)N(C)C)sc21 (configuration not stated)	-19.7%	20.6%	-1.1%	-0.2%	-12.4%	-3.2%	/	4.0%[59 µM]	1.5%[60.1 µM]
COc1ccc(CN2CC(=O)N(c3cc(Cl)ccc3C)C2=S)cc1OC	-30.8%	1.5%	-22.2%	-5.9%	4.4%	9.5%	-9.3%	70.8µM*	-13.3%
O=C(NCCNC(=O)Nc1ccc(Cl)cc1)Nc1ccc(Cl)cc1	-9.7%	/	-14.3%	/	/	-9.9%	/	/	-3.2%
COc1cc(/C=C/C(=O)OCC(=O)Nc2ccccc2Sc2ccc(Cl)cc2)ccc1O	-23.3%	-0.1%	-23.5%	-9.2%	-9.5%	11.4%	-7.0%	-18.0%	-5.6%
NC(=O)CC(NC(=O)c1ccccc1)c1ccc(NC2CCCC2)c([N+](=O)[O-])c1 (configuration not stated)	-13.5%	27.7%	8.8%	-1.1%	-10.5%	-14.2%	8.5%	-29.5%[12.7 µM]	-1.2%
COc1cc(OC)c(NC(=O)COCc2cc(-c3cccs3)on2)cc1Cl	-13.9%	4.8%	-3.0%	-0.8%	3.8%	-28.0%	/	-8.3%[59 µM]	-13.9%
O=C(CN1CCN(C(=O)CN2C(=O)NC3(CCCC3)C2=O)CC1)Nc1cccc(F)c1	-6.2%	/	-14.4%	/	-2.8%	29.9%	17.4%	8.3%[2.33 µM]	-9.5%
Cc1ccc(C2CCN(C(=O)Nc3ccccc3)C2)cc1 (configuration not stated)	-18.5%	28.1%	5.4%	-7.3%	2.2%	-1.1%	9.4%	-8.5%	4.4%
NNc1nnc2c3cc(F)ccc3n(CCc3ccccc3)c2n1	-35.6%	25.1%	-12.9%	-2.5%	?	56.3%[activator]	-0.1%	3.0%[0.501 µM]	2.5%
COc1ccc(C)cc1NC(=O)C(NCC(O)c1ccccc1)c1ccccc1 (configuration not stated)	10µM*	-21.6%	-12.0%	-6.9%	22.4µM*	-20.5%	-8.3%	2.82µM*	-6.7%
Cc1ccc2[nH]c(=O)c(CC=C(Cl)Cl)c(C)c2c1	-15.3%	-9.2%	-10.7%	-5.6%	-5.0%	40.1%	-1.0%	-4.9%[59 µM]	-1.0%
Cc1cc(NC(=O)c2ccccc2)cc(NC(=O)c2ccccc2)c1C	-16.1%	-4.7%	-6.8%	-7.4%	4.6%	53.9%[activator]	-3.9%	/	-12.2%
Cc1c2cnn(-c3ccccc3)c(=O)c2c(C)n1CC(=O)Nc1ccccc1Br	-8.7%	13.4%	-14.1%	-0.3%	0.8%	14.8%	/	-2.4%[59 µM]	-4.8%
O=C(Nc1nccs1)c1ccc(COc2ccc(Cl)cc2)o1	-15.2%	19.2%	-10.4%	-6.0%	6.8%	-12.7%[58.9 µM]	17.5%	-1.4%[59 µM]	-25.1%
COCCNC(=O)c1cccc(OC2CCN(Cc3ccc(F)c(OC)c3)CC2)c1	-17.1%	20.3%	-3.8%	1.4%	-7.1%	3.2%	10.1%	5.7%	-5.9%
CCC(C)(C)NC(=O)Cc1ccc(OC)c(OC)c1	-1.1%	10.2%	-2.0%	-2.8%	4.7%	19.4%	1.6%	?	-7.8%
Cn1c(=O)c2[nH]c(CCC3CCCC3)nc2n(C)c1=O	-31.2%	/	-9.0%	/	/	-4.3%	/	/	-5.0%
NC(=O)C1CCN(C(=O)CSc2ncccn2)CC1	13.1%	1.2%	-3.1%	-2.9%	-1.0%	-16.8%	-3.3%	17.2%[0.501 µM]	-7.0%
